Scp1 inh: blocks human Scp-1 phosphatase activity; Q9GZU7; Recombinant Scp1, phosphopeptide, malachite green phosphate absorbance; inhibition, % at 20 µM; 340,000 compounds, 0.88% hits; AID 493091;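 active = inhibition above about 50% at 20 µM, limit read from the data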;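 also: plate controls were DMSO wells with enzyme for no effect and wells lacking enzyme for full effect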
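Assay system: SCP-1 catalytic fragment, aa 76-261 | Buffer or medium: Tris acetate buffer pH 5.5 with MgCl2 and Tween-20 | Compound: One concentration, 20 µM, with 1.0% DMSO | Also added: Phospho 17-mer peptide substrate | Signal: Absorbance at 630 nm | Incubation: 45 min enzyme reaction at room temperature | Measure: % inhibition of SCP-1 phosphate liberation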
SUMO1-SIM PPI: modulators of human SUMO1-mediated protein-protein interactions. P63165. SUMO1 binding to a labelled peptide, TR-FRET, 1 h. inhibition, % at 20 µM. 360,000 compounds, 0.33% hits; in the data active = inhibition above about 37%
Target sequence (P63165 whole entry, looked up): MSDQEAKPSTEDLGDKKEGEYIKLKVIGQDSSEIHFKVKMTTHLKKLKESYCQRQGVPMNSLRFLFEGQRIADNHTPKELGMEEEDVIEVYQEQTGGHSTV
LMPTP inh: LMPTP (human) inhibition | P24666 | recombinant LMPTP-A, OMFP fluorogenic substrate, fluorescence intensity | inhibition, % at 20 µM | 360,000 compounds, 0.22% hits;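 active = compounds that cut the enzyme signal by at least half of the control window in the single-dose screen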;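 also: plate controls were DMSO wells with enzyme plus substrate for no effect and substrate without enzyme for full effect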
Target sequence (P24666 whole entry, looked up): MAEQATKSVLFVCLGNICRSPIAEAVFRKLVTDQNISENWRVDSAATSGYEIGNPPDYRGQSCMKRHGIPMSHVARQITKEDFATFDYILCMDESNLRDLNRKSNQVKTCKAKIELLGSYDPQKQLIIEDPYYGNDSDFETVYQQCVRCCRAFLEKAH
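Buffer or medium: Bis-Tris pH 6.0, DTT, detergent; Assay system: LMPTP-A enzyme; Quantity: 0.625 nM enzyme; Detection: endpoint fluorescence intensity; Times: 50 min dark incubation at room temperature; Controls: substrate-only low control, DMSO enzyme-plus-substrate high control; Doses: single 20 µM dose; Read-out: percent inhibition versus substrate-only and uninhibited controls; Reagent: 400 µM OMFP.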
DNMT1 block: DNMT1 (human) enzyme inhibition | inhibition (reported as % activation of signal), % at 10 µM | 360,000 compounds, 0.83% hits | DNMT1 molecular beacon, Hinp1I cleavage, fluorescence; in the data active = inhibition above about 50%
Rpn11 inh: Rpn11 (human) deubiquitinase inhibition; human 26S proteasome, Ub4-pepOG fluorescence polarization; 20S core pre-blocked with epoxomicin; calls only at 20 µM; 360,000 compounds, 0.59% hits; AID 588493;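 active = inhibition at 20 µM, scaled to each plate's controls, above about 33%, limit read from the data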
Target sequence (O00487 whole entry, looked up): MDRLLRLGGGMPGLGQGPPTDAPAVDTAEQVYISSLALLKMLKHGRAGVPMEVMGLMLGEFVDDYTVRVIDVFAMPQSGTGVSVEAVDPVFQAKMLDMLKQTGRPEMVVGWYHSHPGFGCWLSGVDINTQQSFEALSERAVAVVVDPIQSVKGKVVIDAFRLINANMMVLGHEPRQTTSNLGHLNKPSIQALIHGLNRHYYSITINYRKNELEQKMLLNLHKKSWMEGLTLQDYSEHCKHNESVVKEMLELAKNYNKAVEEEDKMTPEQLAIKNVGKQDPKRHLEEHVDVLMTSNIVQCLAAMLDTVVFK
Rin1 Abl inh: inhibitors of human Rin1-Abl protein interaction. P00519+Q13671. TR-FRET Rin1/Abl binding, biochemical. inhibition, % at 7.35 µM. 360,000 compounds, 0.4% hits. AID 588664; in the data active = inhibition above about 5%, passing the limit was not always enough
Neddylation inh: blocks human cullin neddylation. TR-FRET cullin neddylation, biochemical. 360,000 compounds, 0.58% hits. calls only at 25 µM. P61081+Q13564; in the data active = inhibition above about 36%
STEP inh: STEP (human) phosphatase inhibition; P54829; AID 588621; 360,000 compounds, 0.25% hits; recombinant STEP, OMFP fluorogenic substrate, fluorescence; inhibition, % at 20 µM;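 active = inhibition at 20 µM, scaled per plate between control wells, above about 37%, limit read from the data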;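 also: 0% = DMSO with enzyme and substrate and 100% = substrate only without enzyme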
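Test system: STEP tyrosine phosphatase / Reagent: OMFP at 25 µM / Doses: 20 µM, 1% DMSO / Read-out: percent inhibition scaled to no-enzyme and uninhibited-enzyme controls, plate-pattern corrected / Detection: FITC-channel fluorescence of OMFP product / Medium: Bis-Tris buffer pH 6.0, 2.5 mM DTT, 0.005% Tween 20 / Schedule: 20 min at room temperature, dark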
CSN inh: blocks human CSN-mediated cullin deneddylation; Q92905; Purified CSN, SCF-Nedd8-OG deneddylation, fluorescence polarization; inhibition, % at 12.5 µM; 360,000 compounds, 0.38% hits; AID 651999;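 active = pattern-corrected inhibition above about 35%, with an unprinted fluorescence ratio check between 0.5 and 1.5, limit read from the data, passing the limit was not always enough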;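 also: 0% = enzyme with substrate and 100% = substrate without enzyme; some results filed as inactive read as strong as hits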
Target sequence (Q92905 whole entry, looked up, one chain of several): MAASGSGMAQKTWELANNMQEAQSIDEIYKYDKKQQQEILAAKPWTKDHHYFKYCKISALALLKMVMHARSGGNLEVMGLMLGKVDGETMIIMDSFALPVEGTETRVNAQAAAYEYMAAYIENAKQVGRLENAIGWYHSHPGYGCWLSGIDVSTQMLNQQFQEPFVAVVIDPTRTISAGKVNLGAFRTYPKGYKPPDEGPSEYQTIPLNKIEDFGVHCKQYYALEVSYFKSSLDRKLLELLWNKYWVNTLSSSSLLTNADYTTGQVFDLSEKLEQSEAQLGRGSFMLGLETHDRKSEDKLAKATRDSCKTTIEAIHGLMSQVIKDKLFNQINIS
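Assay system: HEK293T-derived human Csn5 enzyme; quantity: 0.24 nM enzyme; medium: Tris/NaCl/DTT buffer, pH 7.5; also added: substrate SCFSkp2-Nedd8OG, 10 nM; doses: 12.5 µM compound; schedule: 90 min reaction at room temperature; signal: FP; read-out: % inhibition of substrate cleavage by Csn5; benchmarks: substrate-only high control, full reaction low control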
NadD block: inhibitors of Staphylococcus aureus NadD | AID 602399 | 360,000 compounds, 0.78% hits | inhibition, % at 20 µM | purified NadD enzyme, colorimetric absorbance read-out; in the data active = inhibition above about 26%; also: some compounds past the cut are filed as inactive
Numbers without * were called inactive; i = inactive; nt = no result given; + = active, no number.

SMILES	Scp1 inh	SUMO1-SIM PPI	LMPTP inh	DNMT1 block	Rpn11 inh	Rin1 Abl inh	Neddylation inh	STEP inh	CSN inh	NadD block
CC(Sc1nc(-c2ccco2)nc2c1c(=O)n(C)c(=O)n2C)C(=O)O (stereo not given)	9	1	0.5	-1	i	-8	i	-2	0	-2
Cc1nc2cc(NC(=O)c3ccc(N4C(=O)CCC4=O)cc3)ccc2s1	-13	-1	-0.4	3	i	0	i	-2	-4	-3
O=C(O)CCN1C(=O)c2ccc(NC(=O)c3cccs3)cc2C1=O	-5	-11	-1.3	0	i	-4	nt	0	2	-2
CS(=O)(=O)N(CC(=O)NCCC1=CCCCC1)c1ccc2c(c1)OCO2	-4	-1	-0.4	6	i	-1	i	-1	-8	-1
O=C(Nc1cccc(C(F)(F)F)c1)c1cccc2c(-c3cccnc3)coc12	nt	5	4.6	-2	i	-4	i	1	4	5
COCCN(C(=O)Cn1nnc2ccccc21)C(C(=O)NC1CCCCC1)c1ccc(OC)cc1OC (stereo not given)	71*	-1	1.1	11	i	2	i	0	7	4
Cc1oc2c(C)c(O)ccc2c(=O)c1-c1cnn(-c2ccccc2)c1	-9	2	2.1	15	i	-2	i	-1	7	-1
Cc1cc(Oc2nc3c(C)cccn3c(=O)c2/C=C(\C#N)S(=O)(=O)c2ccc(Cl)cc2)ccc1Cl	-2	1	0.4	5	i	1	nt	-2	-8	16
COc1c(F)c(F)c(C(=O)Nc2ccccc2N2CCN(C(C)=O)CC2)c(F)c1F	-7	-3	0.7	-7	i	2	i	-2	3	6
C=CCNc1nc(Nc2ccc([N+](=O)[O-])cc2)nc(N2CCCC2)n1	-1	-10	3.1	-8	i	3	i	-4	7	5
O=C(Nc1nnc(SCc2ccc(F)cc2)s1)C1CC(=O)N(Cc2ccccc2)C1 (stereo not given)	1	5	0.1	-7	i	-3	i	-2	4	-3
C[C@@H]1COC(=O)[C@H](Cc2ccc(F)cc2)C/C=C\C[C@@H](CC(=O)N[C@H](CO)Cc2ccccc2)C(=O)N1	12	8	2.0	0	i	2	i	0	-5	0
COc1ccc(Cl)cc1N1C(=O)C2CCCN2C1c1ccccc1F (stereo not given)	-4	4	-0.9	-1	i	-2	i	0	-4	4
CCOc1ccccc1C(=O)NC(C(=O)N(C)c1c(N)n(Cc2ccccc2)c(=O)[nH]c1=O)C(C)C (stereo not given)	-5	-4	1.4	-2	i	1	i	-5	0	7
Cc1ccc(NC(=O)CCS(=O)(=O)c2cccc3nonc23)cc1	-1	-32	-0.2	-1	i	-3	i	-1	-6	5
CCC(CO)Oc1cc(NCc2cccc(OC)c2)c2ncn(C(C)C)c2c1 (stereo not given)	-3	-5	0.6	-9	i	-1	i	-1	3	1
COc1ccccc1NC(=O)COC(=O)CN1C(=O)C(=O)c2ccccc21	-5	-22	0.8	-5	i	3	i	4	0	0
O=c1c(Cc2c(F)cccc2Cl)c(O)ccn1C1CCCCCC1	2	-1	0.1	8	i	3	i	1	-4	-3
CCc1nc(C)ccc1OCC(=O)N1CCc2c([nH]c3ccccc23)C1c1ccccn1 (stereo not given)	-1	-6	2.8	-1	i	3	i	-1	9	6
Cc1ccc(OCc2occc2C(=O)O)cc1	6	-3	-1.9	9	i	-5	i	2	4	-2
O=C(NC1CCCC1)C(c1cccs1)N(C(=O)c1csnn1)c1ccccc1F (stereo not given)	-6	4	-0.6	0	i	-1	i	0	-3	2
Cc1ccccc1N1CCN(S(=O)(=O)CC23CCC(CC2=O)C3(C)C)CC1 (stereo not given)	-4	6	0.1	-1	i	1	i	-3	5	-5
CCCNc1ccc(S(=O)(=O)N(CC)CC)cn1	-2	1	-1.8	3	i	-2	i	-1	0	3
O=C(CSc1ncn(-c2ccccc2)n1)NCc1ccccc1	-15	0	0.0	-3	i	-2	i	1	1	-1
CN(C)c1ccc(C2C3CCCc4ccccc4C3=NN2C)cc1 (stereo not given)	-2	3	1.5	0	i	-2	i	4	8	2
CCOC(=O)C(NC(=O)CC)C(O)c1cccc([N+](=O)[O-])c1 (stereo not given)	-11	-10	-0.8	1	i	-2	i	-1	3	0
C=CCNc1ncnc2c1[nH]c1ccccc12	6	-2	-0.4	1	i	-2	i	0	-1	4
O=C(CNC(=O)C1COc2ccccc2O1)N/N=C\c1ccc(Br)cc1 (stereo not given)	1	-8	0.3	-1	i	-1	i	0	5	-4
CCOc1ccccc1-n1c(C)cc(C=O)c1C	-6	-2	-1.3	-1	i	-4	i	0	3	-12
CCOCCCNS(=O)(=O)c1ccc(NC(=O)CN2C(=O)c3ccccc3C2=O)cc1	-3	-2	-1.9	-5	i	3	i	2	2	-2
CCCN(CCC)c1nc(N)nc(-c2cc(Cl)ccc2OC)n1	-2	-2	1.6	13	i	0	i	-1	1	-6
O=C(CNC(=O)c1ccc2ccccc2c1)NCc1ccc(F)cc1	4	-4	0.3	0	i	3	i	2	0	-9
COC(=O)c1ccc(NC(=O)CN2C(=O)c3ccccc3S2(=O)=O)cc1	7	0	-0.8	0	i	3	i	-4	1	-9
CCOC(=O)C1=CCN(S(=O)(=O)c2ccccc2F)C1c1ccccc1 (stereo not given)	nt	3	0.4	-1	i	2	i	3	1	-6
CCOc1ccc(C2SCC(=O)N2c2c(C)n(C)n(-c3ccccc3)c2=O)cc1 (stereo not given)	-2	2	-1.2	-4	i	-3	i	-2	-2	5
CC(=O)N1c2ccc(S(=O)(=O)N3CCC(C(=O)N4CCC(C)CC4)CC3)cc2CC1C (stereo not given)	-3	-1	-0.6	-1	i	-2	i	0	5	0
O=C(CNC(=O)c1ccncc1)N/N=C/c1ccc(O)cc1O	-8	8	-1.7	0	i	-4	i	-2	3	-5
CCCC/C(O)=C1\C(=O)CC(C)(C)CC1=Nc1ccccc1OC	-3	1	0.7	2	i	1	i	3	-1	-3
Cn1ncc2c(=O)[nH]cnc21	-4	-1	0.0	0	i	1	i	-2	-14	-3
CC(C(=O)N1CCN(c2ccccc2)CC1)N1C(=O)C2CC=CCC2C1=O (stereo not given)	-7	-1	-2.1	2	i	7	i	1	-4	3
Cc1nn(Cc2ccccc2Cl)c2sc(C(=O)NC(C)(C)C)cc12	-6	0	0.1	-7	i	-1	i	1	-1	-12
CCOC(=O)C(=O)N1CCC(C(=O)OC)CC1	-11	3	-0.4	-1	i	-1	i	1	107	0
Cc1ccccc1N1CCN(S(=O)(=O)C[C@]23CCC(CC2NC(=O)[C@@H](N)CCS(C)(=O)=O)C3(C)C)CC1 (stereo not given in full)	-9	7	-2.2	28	i	2	i	-1	2	-3
CN(C)c1ccc(C(=N)Cc2ccc3ccccc3n2)cc1	nt	-13	1.0	-4	i	-1	i	-2	44*	11
Cc1cc(=O)oc2cc(OCC(=O)NC3CC(C)(C)NC(C)(C)C3)c(Cl)cc12	-2	8	-0.5	12	i	-2	i	-1	1	-7
CCCCC1=CC2=CC(=O)C(C)(OC(=O)CC)C(=O)C2=CN1C(CO)CO (stereo not given)	-3	-7	0.9	-1	i	2	i	-2	-2	4
CC(=O)c1c(C(C)=O)c(C)n(Cc2ccc3c(c2)OCO3)c1C	3	2	0.4	-7	i	-2	i	1	3	6
NC(=O)c1ccccc1NC(=O)CCCCCn1nnc2ccccc2c1=O	2	-6	-2.5	2	i	-2	i	0	5	-4
CCCOc1ccccc1C(=O)N(Cc1ccc(C)o1)C1CCS(=O)(=O)C1 (stereo not given)	-2	6	2.5	0	i	4	i	2	3	0
Cc1ccc(N(Cc2ccccc2)C(=O)CN2C(=O)NC3(CCCC3)C2=O)cc1	-8	1	-0.3	1	i	1	i	1	2	-2
CC(C)C(=O)Nc1ccc(C(=O)NNC(=O)CCCOc2ccc(Cl)cc2Cl)cc1	-2	-2	6.1	18	i	2	i	-3	-2	1
COc1ccccc1NC(=O)N1CCN(c2ccc3nncn3n2)CC1	-2	0	-1.5	0	i	0	i	-2	6	1
COC(=O)[C@]1(Cc2ccccc2)N[C@H](CN(C)S(=O)(=O)c2ccc(C(C)(C)C)cc2)[C@@H]2C(=O)N(C)C(=O)[C@@H]21	-11	3	2.4	-3	i	0	i	-2	-2	-6
COc1ccc(C(C)(NC(C)=O)c2nc(-c3cccc(NC(C)=O)c3)cs2)cc1 (stereo not given)	nt	0	0.3	0	i	3	i	0	-1	0
CN(C)c1cccc(N(C)C)c1CNC(=O)C(C)(C)C	-17	-3	-1.0	1	i	1	i	-3	-2	-4
COc1ccc2cc(CCNC(=O)C(C)(C)C)c(=O)[nH]c2c1	-3	-1	-0.6	2	i	-2	i	2	-2	6
CCC1CCCCN1C(=O)COc1ccc(N(C)S(=O)(=O)c2ccc(C)cc2)cc1 (stereo not given)	1	-38	-8.7	-4	i	4	i	2	0	10
Cc1ccc([C@@]2(OC(=O)c3ccccc3)C(=O)N(C(=O)OC(C)(C)C)c3ccccc32)cc1	nt	-4	3.0	nt	nt	nt	i	nt	-1	15
COCCCNC(=S)N(Cc1ccccc1)Cc1ccc(F)cc1	-8	-2	-0.2	8	i	0	i	5	-3	-4
CCCCOC(=O)Nc1nnc(CC)s1	-6	-1	-0.4	2	i	0	i	0	-3	-5

Later entries:
SMILES	Scp1 inh	SUMO1-SIM PPI	LMPTP inh	DNMT1 block	Rpn11 inh	Rin1 Abl inh	Neddylation inh	STEP inh	CSN inh	NadD block
CCOc1ccc(-c2nc3c(s2)CCc2onc(-c4ccc(OC)cc4)c2-3)cc1	-6	-4	1.2	2	i	2	i	2	-1	-4
NC(=O)c1ccc(NC(=O)CSc2cn(CC(=O)N3CCOCC3)c3ccccc23)cc1	-2	1	-2.0	0	i	-1	i	0	-2	7
CCCCc1ccc(NC(=S)N2CCCC2)cc1	-2	2	-0.8	1	i	-1	i	-3	-1	4
Cc1ccc2oc(=O)c(/C=C(\O)c3ccco3)nc2c1	-9	-9	0.7	-1	+	4	i	-10	-3	3

Reformatted: results already given.
smiles: CCCCc1ccc(NC(=S)N2CCCC2)cc1
  Scp1 inh: -2; SUMO1-SIM PPI: 2; LMPTP inh: -0.8; DNMT1 block: 1; Rpn11 inh: i; Rin1 Abl inh: -1; Neddylation inh: i; STEP inh: -3; CSN inh: -1; NadD block: 4
smiles: Cc1ccc2oc(=O)c(/C=C(\O)c3ccco3)nc2c1
  Scp1 inh: -9; SUMO1-SIM PPI: -9; LMPTP inh: 0.7; DNMT1 block: -1; Rpn11 inh: +; Rin1 Abl inh: 4; Neddylation inh: i; STEP inh: -10; CSN inh: -3; NadD block: 3

Compound activity: PubChem, several laboratories
